# Screens (PubChem)
# TDP1 block: qHTS Assay for Inhibitors of Tyrosyl-DNA Phosphodiesterase (TDP1); recombinant TDP1, AlphaScreen DNA substrate cleavage; 350,000 compounds, 0.28% hits; Tyrosyl-DNA phosphodiesterase 1 (Homo sapiens), Q9NUW8; Potency, µM (doses to about 130 µM), for inactives: top-dose activity change, negative = inhibition, most hits filed as inhibitors; further: nearly all actives have a fitted effect of over 40% in size
# Target sequence (Q9NUW8 whole entry, looked up): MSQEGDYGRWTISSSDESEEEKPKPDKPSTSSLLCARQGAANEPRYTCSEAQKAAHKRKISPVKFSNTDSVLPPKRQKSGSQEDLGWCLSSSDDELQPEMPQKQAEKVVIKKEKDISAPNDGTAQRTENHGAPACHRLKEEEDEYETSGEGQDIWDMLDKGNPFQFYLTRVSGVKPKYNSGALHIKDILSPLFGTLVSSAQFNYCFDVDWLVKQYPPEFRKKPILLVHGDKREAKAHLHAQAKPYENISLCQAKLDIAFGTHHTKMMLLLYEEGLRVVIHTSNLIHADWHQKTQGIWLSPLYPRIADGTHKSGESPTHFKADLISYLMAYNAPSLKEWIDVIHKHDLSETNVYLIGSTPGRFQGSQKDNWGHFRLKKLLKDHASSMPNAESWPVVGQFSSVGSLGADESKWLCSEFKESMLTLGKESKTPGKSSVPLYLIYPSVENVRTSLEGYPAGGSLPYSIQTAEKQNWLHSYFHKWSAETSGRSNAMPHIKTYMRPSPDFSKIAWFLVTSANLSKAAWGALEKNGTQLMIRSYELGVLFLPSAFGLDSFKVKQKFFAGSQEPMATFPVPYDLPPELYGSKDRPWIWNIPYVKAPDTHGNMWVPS
#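 Recombinant E. coli-expressed Tdp1 (1 nM) preincubated with compound 15 min at RT, then 5'-biotin/3'-phosphotyrosine-FITC DNA substrate (15 nM) added for 5 min. AlphaScreen beads (10 ug/ml) added, 10 min RT; tyrosine-FITC cleavage read as signal loss.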
# FEN1 inh: qHTS Assay for the Inhibitors of Human Flap endonuclease 1 (FEN1). AID 588795, 2011. Recombinant FEN1 flap cleavage, fluorescence, 15 min. Potency, µM (top dose mostly 114 µM), inactives show at the highest dose activity change, negative = inhibition, most hits filed as inhibitors. P39748. 390,000 compounds, 0.35% hits; further: nearly all actives have a fitted effect of over 65% in size
# Target sequence (P39748 whole entry, looked up): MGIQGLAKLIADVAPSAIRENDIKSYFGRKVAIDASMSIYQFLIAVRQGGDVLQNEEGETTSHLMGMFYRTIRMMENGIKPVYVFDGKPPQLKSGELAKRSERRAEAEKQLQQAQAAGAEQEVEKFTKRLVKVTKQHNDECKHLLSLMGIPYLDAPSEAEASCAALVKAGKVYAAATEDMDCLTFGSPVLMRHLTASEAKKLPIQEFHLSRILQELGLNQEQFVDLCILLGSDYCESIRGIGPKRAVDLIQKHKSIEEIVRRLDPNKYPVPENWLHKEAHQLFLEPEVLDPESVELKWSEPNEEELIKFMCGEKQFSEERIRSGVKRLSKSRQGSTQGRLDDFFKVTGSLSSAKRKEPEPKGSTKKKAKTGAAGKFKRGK
#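 Recombinant FEN1 (10 nM) was preincubated with pin-transferred compounds for 15 min at room temperature, then flap DNA substrate (50 nM final) was added. Plates were read at 0 and 15 min, and normalized concentration–response data were fitted to a four-parameter Hill equation.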
# N370S GC: qHTS Assay for Inhibitors and Activators of N370S glucocerebrosidase as a Potential Chaperone Treatment of Gaucher Disease; Lysosomal acid glucosylceramidase (Homo sapiens), P04062; N370S GC spleen homogenate, 4MU-glucoside fluorescence; Potency, µM (series often up to 59.4 µM), for inactives: at the top dose activity change, negative = inhibition, hits mostly inhibitors; 330,000 compounds, 0.092% hits; AID 2101, 2009;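 further: 0% = full enzyme activity and -100% = no enzyme basal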
# * hit, by the source's call; u = inconclusive; x = no result given; & = joins results of further samples; [ ] = another dose, or the depositor's remark. The call rests on the fitted dose curve; in most records, active means well fitted curve in the direction sought with a large enough effect; inconclusive means small, poorly fitted or top-dose-only effect, or another doubt; inactive means no such curve, though single readings can be large; an effect the other way counts as inactive or inconclusive. Unless noted, on the % scale 0 is the no-effect control and ±100 the full control effect; potency means the concentration at half of the fitted maximal effect.
SMILES,TDP1 block,FEN1 inh,N370S GC
Cc1ccc2c(c1)N(CC(=O)NCCc1ccccc1)C(=O)c1cccnc1O2,x,-7%,2%
CCOC(=O)c1cc2occc2n1CCCN1C(=O)c2ccccc2C1=O,7%,-7%,18%
COc1cc2c(cc1OC)C1=NC(=O)CN1C(SCc1ccc(C)cc1)=N2,12%,-3%,6%
CCc1ccccc1NC(=O)CNC(=O)CNC(=O)Cc1ccccc1,11%,3%,-12%
O=C(Nc1ccc(-c2nc3ccccc3[nH]2)cc1)c1ccc2c(c1)OCO2,8%,-20%,u
COCCNc1ccc(-c2nc(-c3cccc(C)c3)no2)cc1[N+](=O)[O-],6%,2%,x
Cc1nn(-c2nc(-c3ccc(F)cc3)cc(C(F)(F)F)n2)c(C)c1Cl,-8%,-4%,x
C=C(C)[C@@H]1C2=CC(C(=O)OC)=C(C[C@@H](C(=C)C)[C@H]3O[C@H]3C3=C[C@H]1OC3=O)O2,1%,-1%,x
O=C(CSc1nnc(-c2ccc(Cl)cc2Cl)n1C1CCCCC1)N1CCCC1,2%,-6%,x
CCOC(=O)c1c(NC(=O)CSc2nnnn2-c2ccc3c(c2)OCO3)sc(C)c1C,1%,1%,u
CCN(CC)CCC(=O)N1c2ccccc2CCc2ccc(NC(=O)OC(C)C)cc21,x,3%,-12%
C/C(=N/NC(=O)c1ccc(NC(=O)c2ccc(F)cc2)cc1)c1ccccc1,5%,-1%,2%
COc1ccccc1NC(=O)c1ccc(NC(=O)CSc2nnnn2C)cc1,3%,8%,5%
CCCC(O)(CCC)C(=O)NN(C(=O)CCl)c1ccccc1,5%,8%,-5%
CCOC(=O)C1CCN(C(=O)c2cc3c(OC)c(OC)c(OC)cc3[nH]2)CC1,x,-1%,-1%
COc1ccc(NCc2nnc(SCC(=O)Nc3cc(C(F)(F)F)ccc3Cl)o2)cc1,11%,-15%,-4%
COc1ccc(C)cc1NS(=O)(=O)c1ccc2c3c(cccc13)C(=O)N2,1%[12.3 µM],-31%,x
c1csc(CNc2ncnc3ccc(-c4ccc5c(c4)OCCO5)cc23)c1,3%,-21%,4%
Cc1nc(SCC(=O)NC(C)(C)C)c2c(-c3cccs3)csc2n1,1%,-8%,6%
CC[n+]1c(C)n(C)c2cc(S(=O)(=O)N(C)C)ccc21,0%,-1%,3%
O=C(O)COc1ccccc1/C=N/NC(=O)CSc1nc2ccccc2c(=O)n1-c1ccccc1,3%,-3%,0%
COc1cc(/C=C2\COC/C(=C\c3ccc(O)c(OC)c3)C2=O)ccc1O,9%,u,-14%
Cn1c(SCC(=O)N(C2CCCCC2)C2CCCCC2)nnc1-c1cccs1,5%,3%,2%
S=c1[nH]nc(-c2cccc(Cl)c2)n1Cc1ccccc1,6%,-6%,3%
Cc1ccc2c(c1)C(c1ccc(F)cc1)N(C(=O)c1ccc(S(=O)(=O)N3CCCCC3)cc1)CC(=O)N2 (stereo unspecified),9%,-11%,x
Cc1ccc(-c2nc3ccccc3[nH]2)cc1NC(=O)COc1cccc(C)c1C,-2%,-22%,x
Cc1cc(NC(=O)c2ccco2)ccc1NC(=O)Cc1cccs1,0%,-11%,6%
CCOc1ccc(N2Nc3n[nH]c(N)c3N2)cc1,13%[56.1 µM],3%,-11%
CC(=O)Nc1ccc(S(=O)(=O)NC2(C(F)(F)F)C(=O)NC(C)=C2C#N)cc1 (stereo unspecified),1%,-22%,0%
CCCN1CCN(CCCNC(=O)Cn2nc(-c3ccc(C)cc3)ccc2=O)CC1,5%,-1%,-13%
Cc1ccc(O)c(NC(=S)NC(=O)Cc2ccc(Cl)cc2)c1,x,4%,-5%
CCCCOc1ccc(C(=O)N(Cc2ccco2)C2CCS(=O)(=O)C2)cc1 (stereo unspecified),10%,-13%,-2%
COc1ccc(CNC(=O)C(=O)NCC(c2ccc3c(c2)OCO3)N2CCOCC2)cc1 (stereo unspecified),0%,12%,x
Cc1cccnc1Nc1nc(-c2ccc(O)cc2)cs1,2%,-7%,-4%
COCCNC(=S)N(CCc1c(C)[nH]c2ccc(OC)cc12)Cc1cccnc1,x,12%,-22%
O=C(COC(=O)C(Cc1ccccc1)NC(=O)c1ccc(Cl)cc1)c1ccc(Cl)cc1 (stereo unspecified),3%,-13%,-8%
CCCCOc1ccc(C(=O)N(Cc2ccc(N(C)C)cc2)Cc2ccco2)cc1,12%,-19%,x
CN(C)c1ccc(C2SCCN2C(=O)c2ccc([N+](=O)[O-])cc2)cc1 (stereo unspecified),0%,-11%,14%
Cc1ccc(NC(=O)c2cccc3c(=O)c4c([nH]c23)CCCC4)c(C)c1,6%,-3%,x
C#CCN(N(C)c1ncc(C(F)(F)F)cc1Cl)S(=O)(=O)c1ccc2ccccc2c1,-6%,-23%,6%
CCCCc1ccc(S(=O)(=O)NC2CCS(=O)(=O)C2)cc1 (stereo unspecified),5%,6%,3%
CC(=O)C12C3C4C(C5C1C3C5(Br)C41OCCO1)C21OCCO1 (stereo unspecified),3%,8%,2%
Cc1ccc(N2CCCCn3c2nc2c3c(=O)[nH]c(=O)n2C)cc1,x,-2%,20%
CCn1c(SCC(=O)Nc2ccc(NC(C)=O)cc2)nc2c([nH]c3ccccc32)c1=O,-4%,0%,13%
O=C(Nc1nc2c(s1)CN(Cc1ccccc1)CC2)C1CCCC1,10%,-3%,-4%
COc1cccc(C2SCC(=O)N2c2ccc(C)cc2)c1OC (stereo unspecified),3%,6%,-20%
COC(=O)c1ccc(NC(=O)CN2CCCN(Cc3ccc(Cl)cc3)S2(=O)=O)cc1,4%,0%,x
Cc1cccc(N=Nc2c(C)[nH]n(C(N)=S)c2=O)c1C,7%,x,1%
O=C(O)c1ccccc1-c1ccc(/C=c2\sc3nc4cc(Br)cnc4n3c2=O)o1,7.9µM*,10µM*,1%
COc1ccc(C(CNC(=O)c2cc3ccccc3cc2O)N2CCOCC2)cc1 (stereo unspecified),x,-21%,-12%
# New compounds follow:
SMILES,TDP1 block,FEN1 inh,N370S GC
COc1ccc(CCNC(=O)c2ccccc2NS(=O)(=O)c2c(F)cccc2F)cc1,x,-1%,1%
Cc1ccc(C(=O)COC(=O)c2cn(-c3ccccc3)nc2-c2ccccc2)cc1[N+](=O)[O-],5%,0%,6%
CCc1ccc(NC(=O)c2cc(S(=O)(=O)N3CCCCCC3)ccc2F)cc1,5%,0%,x
CC(C(=O)Nc1cccc([N+](=O)[O-])c1)n1nnc2ccccc21 (stereo unspecified),0%,-13%,-5%
CCCCOc1cccc(C(=O)Nc2cccc3ccc(C)nc23)c1,6%,-2%,x
CCOC(=O)c1cnc2c(C)cc(C)cc2c1Nc1ccc(N2CCOCC2)cc1,3%[12.3 µM],8%,x
CC(=O)c1cccc(NS(=O)(=O)c2cc(-c3cnc(C4CC4)o3)ccc2C)c1,6%&6%,3%&-22%,-4%
O=C(c1ccccc1F)N1CCOCC1,6%,-4%,0%
COc1ccccc1CNC(=O)c1cccc(Nc2nc3ccccc3n3nnnc23)c1,0%,4%,x
CC(NC(=O)c1ccc(F)cc1)c1ccccc1 (stereo unspecified),2%,-5%,9%
Cc1cccc(OCC(=O)N(Cc2ccc(N(C)C)cc2)C2CCS(=O)(=O)C2)c1 (stereo unspecified),4%,8%,-23%
NC(=O)c1cc[n+](CC2=C(C(=O)O)N3C(=O)C(NC(=O)C(c4ccccc4)S(=O)(=O)[O-])C3SC2)cc1 (stereo unspecified),u,x,-6%
COCCCNC(=O)c1c(N)n(-c2ccc3c(c2)OCO3)c2nc3ccccc3nc12,0%,5%,-18%
CC1(c2ccccc2)NC(=O)N(CC(=O)NCCC2=CCCCC2)C1=O (stereo unspecified),2%,1%,-9%
Cc1cccc(OC(C)C(=O)Nc2ccccc2C(=O)N2CCCCC2)c1 (stereo unspecified),3%,1%,6%
c1ccc(C[C@H]2CN=C(Nc3ccccc3)N2CCCC2CCCCC2)cc1,2%,7%,x
O=c1ccc2cc([N+](=O)[O-])c(CCO)cc2o1,x,-4%,-15%
CCCc1cc(=O)oc2c(C)c(OCC(=O)Nc3ccc(CN4CCOCC4)cc3)ccc12,3%,15%,7%
COC(=O)CNC(=O)C(NC(=O)OCc1ccccc1)C(C)C (stereo unspecified),1%,-8%,0%
C[C@H](CO)N1C[C@H](C)[C@@H](CN(C)Cc2ccc(C(=O)O)cc2)Oc2c(NS(=O)(=O)c3cccs3)cccc2C1=O,1%,-1%,x

# Just N370S GC and TDP1 block, for some of the entries so far:
structure	N370S GC	TDP1 block
C[C@H](CO)N1C[C@H](C)[C@@H](CN(C)Cc2ccc(C(=O)O)cc2)Oc2c(NS(=O)(=O)c3cccs3)cccc2C1=O	x	1%
c1ccc(C[C@H]2CN=C(Nc3ccccc3)N2CCCC2CCCCC2)cc1	x	2%

# (continued)
SMILES,TDP1 block,FEN1 inh,N370S GC
CCN1C(=O)[C@H]2[C@H]3[C@H](O)[C@H](O)C/C(=N/OCC(C)C)[C@H]3CC[C@@H]2C1=O,6%[21 µM],x,2%[12.8 µM]
Nc1nc(NC(=O)c2ccc(Cl)cc2)nn1-c1ccccc1,3%,4%,7%
COc1ccc(CCN=C(N)NS(=O)(=O)c2ccccc2)cc1,5%,0%,-9%
CCN1CCc2c(sc(NC(=O)CSc3ccccc3)c2-c2nc3ccccc3s2)C1,0%,4%,x
COc1ccc(NC(=O)C(C)Sc2nnc3c4c(nc(-c5ccc(OC)cc5)n23)CC(C)(C)OC4)cc1 (stereo unspecified),0%,-4%,3%
CNC(=O)C(=O)NCC1OCCCN1S(=O)(=O)c1cccs1 (stereo unspecified),0%,-4%,1%
CCN(CC)C(=O)CSc1nc(-c2ccccc2F)nc2c1Cc1c(CO)cnc(C)c1O2,5%,3%,x
Cc1nc(N/N=C/c2ccccn2)sc1C,11%,-6%,-15%
O=[N+]([O-])c1ccc2c(c1)OCCOCCOCCOCCOCCOCCO2,5%,3%,-7%
Cc1ccsc1/C=N/Nc1nc(Cl)c(Cl)cc1Cl,3%,-12%,5%
COCC(=O)OCC(=O)Nc1cc(C)c(C)cc1[N+](=O)[O-],0%,-4%,-15%
Cc1cc(C)nc(N2CCC(C(=O)NCC3CCCCC3)CC2)n1,6%,21%,0%
CC1(C)Cc2c(sc3c2c(=N)n(Cc2ccco2)c(=O)n3Cc2ccccc2)CO1,5%,-14%,5%
C=CCc1ccc(OCC(O)CN2CCN(c3ccccc3OC)CC2)c(OC)c1 (stereo unspecified),x,2%,-16%
C=CCn1c(SCC(=O)C(C)(C)C)nnc1-c1cccs1,-6%,-12%,8%
CCN(c1cccc(C)c1)S(=O)(=O)c1ccc2c3c(cccc13)C(=O)N2,5%,-12%,-10%
Cc1ccc(-c2nc3ccccc3o2)cc1NC(=S)NC(=O)c1cc2ccccc2o1,-2%,10%,4%
COc1ccc(CC(=O)NCC(=O)N=Nc2c(O)[nH]c3ccccc23)cc1,4%,-1%,3%

# Molecules shown so far that have an aryl thioether with sulfur outside any ring, in the order listed:
SMILES,TDP1 block,FEN1 inh,N370S GC
O=C(CSc1nnc(-c2ccc(Cl)cc2Cl)n1C1CCCCC1)N1CCCC1,2%,-6%,x
CCOC(=O)c1c(NC(=O)CSc2nnnn2-c2ccc3c(c2)OCO3)sc(C)c1C,1%,1%,u
COc1ccccc1NC(=O)c1ccc(NC(=O)CSc2nnnn2C)cc1,3%,8%,5%
COc1ccc(NCc2nnc(SCC(=O)Nc3cc(C(F)(F)F)ccc3Cl)o2)cc1,11%,-15%,-4%
Cc1nc(SCC(=O)NC(C)(C)C)c2c(-c3cccs3)csc2n1,1%,-8%,6%
O=C(O)COc1ccccc1/C=N/NC(=O)CSc1nc2ccccc2c(=O)n1-c1ccccc1,3%,-3%,0%
Cn1c(SCC(=O)N(C2CCCCC2)C2CCCCC2)nnc1-c1cccs1,5%,3%,2%
CCn1c(SCC(=O)Nc2ccc(NC(C)=O)cc2)nc2c([nH]c3ccccc32)c1=O,-4%,0%,13%
CCN1CCc2c(sc(NC(=O)CSc3ccccc3)c2-c2nc3ccccc3s2)C1,0%,4%,x
COc1ccc(NC(=O)C(C)Sc2nnc3c4c(nc(-c5ccc(OC)cc5)n23)CC(C)(C)OC4)cc1 (stereo unspecified),0%,-4%,3%
CCN(CC)C(=O)CSc1nc(-c2ccccc2F)nc2c1Cc1c(CO)cnc(C)c1O2,5%,3%,x
C=CCn1c(SCC(=O)C(C)(C)C)nnc1-c1cccs1,-6%,-12%,8%
